Compound activity as filed in PubChem.
M5 PAM: CHRM5 positive allosteric modulation; P08912; CHO-K1 hM5, Fluo-8 calcium, ACh EC20 PAM; 0% = ACh EC20, 100% = ACh EC100; 360,000 tested, 0.3% active; activation, % at 3 µM;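 active = activation above the run cutoff, the mean activation of all test compounds plus 3 SD, cut at about 18% in these data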
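System: CHO-K1 hM5 cells. Reagent: acetylcholine, EC20 level. Compound dosing: single dose, 3 µM nominal final test concentration. Timing: Post-acetylcholine fluorescence recording 140 s. Detection: Fluo-8 calcium fluorescence. Read-out: % activation, ACh-normalized. Benchmarks: ACh EC20 and EC100 wells. Repeats: singlicate, one well per test compound.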
M4 PAM: potentiates acetylcholine response at human M4 receptor | 360,000 tested, 0.4% active | P08173 | activation, % at 3 µM | AID 624126 | CHO-K1 hM4/Gqi5, Fluo-8 calcium fluorescence, ACh EC20; 0% = ACh EC20, 100% = maximal ACh;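 active = activation above its plate's cutoff, the mean activation of sample wells plus 3 SD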; also: some results filed as inactive read as strong as hits
Target sequence (P08173 whole entry, looked up): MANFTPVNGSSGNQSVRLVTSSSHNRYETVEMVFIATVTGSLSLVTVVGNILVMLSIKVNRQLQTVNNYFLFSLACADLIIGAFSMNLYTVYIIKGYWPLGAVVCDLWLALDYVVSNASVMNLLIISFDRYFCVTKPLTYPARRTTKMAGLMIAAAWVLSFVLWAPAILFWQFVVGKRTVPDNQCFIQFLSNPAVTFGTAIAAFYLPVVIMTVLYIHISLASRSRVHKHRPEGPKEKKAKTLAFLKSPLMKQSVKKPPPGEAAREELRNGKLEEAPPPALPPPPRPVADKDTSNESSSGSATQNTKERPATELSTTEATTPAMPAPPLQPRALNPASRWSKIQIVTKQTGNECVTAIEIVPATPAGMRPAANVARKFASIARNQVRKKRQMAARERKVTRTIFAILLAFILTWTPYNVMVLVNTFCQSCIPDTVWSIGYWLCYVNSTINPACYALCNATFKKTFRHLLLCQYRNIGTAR
CHRM1 PAM: potentiates human M1 receptor response to acetylcholine; CHO-K1 hM1, Fluo-8 calcium fluorescence, ACh EC20; 0% = ACh EC20, 100% = maximal ACh; activation, % at 3 µM; 360,000 tested, 0.088% active; AID 588819; in the data active = activation above about 19%, passing the limit was not always enough
Target sequence (P11229 whole entry, looked up): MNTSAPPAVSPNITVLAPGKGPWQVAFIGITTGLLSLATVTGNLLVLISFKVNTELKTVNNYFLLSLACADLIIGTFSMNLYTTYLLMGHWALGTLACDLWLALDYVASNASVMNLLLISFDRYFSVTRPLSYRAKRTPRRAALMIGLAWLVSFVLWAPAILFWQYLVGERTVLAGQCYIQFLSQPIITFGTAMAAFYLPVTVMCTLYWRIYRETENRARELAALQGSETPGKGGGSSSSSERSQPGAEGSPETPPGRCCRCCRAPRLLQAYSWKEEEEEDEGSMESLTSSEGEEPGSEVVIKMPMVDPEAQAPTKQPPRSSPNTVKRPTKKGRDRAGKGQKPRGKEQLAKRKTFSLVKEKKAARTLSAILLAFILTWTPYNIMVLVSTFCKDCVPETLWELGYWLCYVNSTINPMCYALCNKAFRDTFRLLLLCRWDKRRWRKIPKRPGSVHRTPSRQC
CRFBP-R2 block: antagonists of CRF-binding protein/CRF-R2 receptor complex. HEK293 CRF-R2/CRF-BP, CRF-induced calcium fluorescence. inhibition, % at 11.8 µM. 350,000 tested, 0.59% active;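 active = inhibition of the ligand-induced calcium signal above about 50% at the single tested concentration, limit read from the data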
CHRM4 agonist: CHRM4 agonism in calcium assay; AID 624127; 360,000 tested, 0.14% active; activation, % at 3 µM; CHO-K1 hM4/Gqi5, Fluo-8 calcium fluorescence; vehicle 0%, full acetylcholine response 100%;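 active = activation above the run mean over all test wells plus 3 SD, cut at about 32% in these data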;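 also: peak over basal fluorescence ratio per well then scaled between controls; 0% = DMSO wells and 100% = acetylcholine at EC100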
CHRM4 antagonist: CHRM4 antagonism in calcium assay; 360,000 tested, 0.73% active; AID 624125; CHO-hM4 cells, ACh EC80, Fluo-8 calcium fluorescence; inhibition, % at 3 µM; P08173;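 active = inhibition above its plate's cutoff, the mean inhibition of sample wells plus 3 SD, cut at about 27% in these data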;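 also: 0% = acetylcholine EC80 with DMSO and 100% = DMSO without agonist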
M5 antag: antagonists of human muscarinic M5 receptor (CHRM5); P08912; CHO-hM5 cells, Fluo-8 calcium fluorescence, ACh EC80; inhibition, % at 3 µM; 360,000 tested, 0.59% active;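 active = inhibition above a per-plate cutoff, the mean of that plate's test compounds plus 3 SD, cut at about 27% in these data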;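 also: 0% = acetylcholine EC80 with DMSO and 100% = DMSO without agonist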
CHRM5 agonist: agonists of human muscarinic M5 receptor (CHRM5); P08912; CHO-K1 hM5 cells, Fluo-8 calcium fluorescence; 0% DMSO wells, 100% maximal acetylcholine response; activation, % at 3 µM; 360,000 tested, 0.19% active; AID 624037;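 active = activation above the run's mean over test compounds plus 3 SD, cut at about 23% in these data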;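 also: signal is peak over basal fluorescence ratio across the kinetic read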
CRFBP-R2 agonist: CRF-BP/CRF-R2 complex agonism. HEK293 CRF-R2/CRF-BP, calcium dye fluorescence (FLIPR); percent of saturating CRF peptide response. activation, % at 13.2 µM. 350,000 tested, 0.46% active. AID 588473;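 active = activation of at least 50%, plus an integration ratio under a set limit after plate pattern correction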;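 also: plate controls were neutral control wells without compound for no effect and CRF at EC100 for full effect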
* marks the source's active call; other numbers are inactive results; . = no result given.

SMILES,M5 PAM,M4 PAM,CHRM1 PAM,CRFBP-R2 block,CHRM4 agonist,CHRM4 antagonist,M5 antag,CHRM5 agonist,CRFBP-R2 agonist
CCc1ccc(C(=O)c2cncc(Br)c2)cc1,1,4,11,-2,0,-2,-5,-4,-1.0
COc1cccc(C(=O)Nc2cnc(NC(=O)c3ccco3)cc2C)c1,-2,0,6,11,3,-3,-3,-6,-0.4
COc1cccc(C2NC(CC(C)C)(C(=O)O)C3C(=O)N(Cc4ccccc4)C(=O)C23)c1O (configuration not stated),7,12,4,-16,1,3,-6,-2,-0.2
COc1ccc(/C=C2\N=C(c3ccccc3Cl)NC2=O)cc1,7,-11,16,-27,3,-10,-11,2,4.8
Cc1cc(C)nc(Nc2n[nH]c(-c3ccc(C(C)(C)C)cc3)n2)n1,0,7,1,-1,3,-14,1,-2,-2.9
CCOC(=O)c1cnc2cc3c(cn2c1=O)CCCC3,-3,8,5,-7,1,5,4,0,2.1
Cc1ccc(CO/N=C\Cc2snc(Sc3ncc(C(F)(F)F)cc3Cl)c2C#N)cc1,-1,2,12,-15,0,-2,2,1,4.4
Cc1cc(C)n2c(SCCC(C)C)nnc2n1,9,1,3,-5,0,1,0,-1,-1.4
COc1ccc(S(N)(=O)=O)cc1C(N)=O,1,17,8,2,1,-1,-2,0,-0.6
COc1cc(Br)cc(CNc2ccc(F)c([N+](=O)[O-])c2)c1O,-5,-4,6,-41,3,10,9,-2,-0.5
O=C(Nc1ccc(N2CCN(c3ncccc3C(F)(F)F)CC2)nc1)c1cccs1,-32,-51,-22,-12,18,27*,19,-10,-0.3
CSc1nnc2n(-c3ccccc3)c(=O)c3c4c(sc3n12)CCC4,6,1,6,18,1,1,-10,-1,-4.5
O=C(CNC(=O)c1ccccc1)OCC(=O)c1c[nH]c2ccccc12,-1,2,3,2,3,5,14,1,-0.8
O=C(CN(Cc1ccccc1)C1=NCCS1)c1ccc(Cl)cc1,-5,-6,-11,-17,1,1,1,-8,0.7
COc1ccc(NC(=O)CN2C(=O)CC(C)(C)S(=O)(=O)c3ccccc32)cc1,-5,3,0,-4,3,-14,-3,3,1.4
Cc1ccc(S(=O)(=O)NCCNC(C)c2ccc(Br)cc2)cc1 (configuration not stated),-3,2,6,-5,4,-17,-5,-3,-1.3
CC1CC(C)(C)NCc2ccccc21 (configuration not stated),-2,4,-7,-5,0,0,-2,-3,-0.2
COc1ccc(OC(=O)COc2cc(C)ccc2C)cc1,3,1,0,4,-1,0,8,-1,1.4
CCn1c(SCC(=O)NC2CC2)nnc1-c1cccs1,1,-3,4,3,0,3,-1,0,0.8
O=C(O)c1ccc(NC(=S)N2CCCCC2)cc1,1,-3,11,-8,0,1,-8,1,1.1
O=C(COc1ccc(Br)cc1)NCCCN1CCCC1=O,-3,-2,0,-2,0,18,10,1,0.9
CCOC(=O)c1c(S(=O)(=O)NCC(=O)Nc2cc(C)ccn2)c(C)n(C)c1C,1,-1,11,18,0,-2,7,-3,2.5
COc1ccc(NC(=O)COc2ncnc3ccccc23)cc1S(=O)(=O)N1CCOCC1,7,0,12,1,0,-5,-2,2,2.1
Cc1[nH]c(=S)sc1Cc1ccc(F)cc1,0,4,11,-2,1,-10,1,-5,-6.7
O=C(CNS(=O)(=O)c1cccs1)NCc1ccccc1,-11,2,4,-16,1,3,-2,0,8.5
Cc1ccc(/C=C/C(=O)Nc2ccc([N+](=O)[O-])c(NC(=O)/C=C/c3ccc(C)o3)c2)o1,-2,-9,-6,-42,7,10,8,2,3.0
Cc1ccc(CNC(=O)CCSCCC(=O)NCc2ccc(C)cc2)cc1,-9,0,7,5,0,2,1,-3,-2.4
Cc1cc(C)n(-c2nc3nonc3nc2-n2nc(C)cc2C)n1,0,3,3,19,0,2,2,-1,-5.1
CN(C[C@@H](CC1CCCCC1)N(C[C@H](Cc1ccccc1)N(CCc1ccccc1)N=O)N=O)N=O,0,0,-5,-8,3,-1,8,-2,0.9
Cc1cccc(N(Cc2ccccc2)C(=O)c2ccc(CS(C)(=O)=O)cc2)c1,-4,-8,10,-5,2,8,6,-3,0.1

Individual results from the entries so far:
CHRM5 agonist result of COc1ccc(OC(=O)COc2cc(C)ccc2C)cc1 is entered as -1
CHRM4 agonist result of O=C(CNS(=O)(=O)c1cccs1)NCc1ccccc1 is entered as 1

Additional compounds follow:
SMILES,M5 PAM,M4 PAM,CHRM1 PAM,CRFBP-R2 block,CHRM4 agonist,CHRM4 antagonist,M5 antag,CHRM5 agonist,CRFBP-R2 agonist
N#Cc1ccc(NCC(=O)N2CCN(S(=O)(=O)c3ccccc3)CC2)cc1,-3,0,-2,-5,6,-18,0,1,0.6
COc1cc(NC(=O)c2ccccn2)cc(OC)c1OC,-3,7,2,5,5,-25,-12,-3,-1.5
COc1ccc(C(C)=O)cc1CN1C(=O)C(C)ON=C1c1ncccc1C (configuration not stated),-2,1,9,.,2,-8,-4,1,.
COC1(OC)N=C(N)C2(C#N)C(c3ccc4c(c3)OCO4)C12C#N (configuration not stated),-2,-1,7,4,1,-3,4,2,1.0
COc1ccc(OC)c(NC(=S)N2CCN(C(=O)C3CCCO3)CC2)c1 (configuration not stated),4,2,-1,-8,1,-10,-2,0,0.7
Cc1nc2cc(NCc3cccs3)ccc2n1C,-18,-17,-9,1,21,14,19,-3,-0.6
COc1ccccc1-n1cnnc1SCC(=O)NC1CCCC1,17,7,9,2,0,6,4,0,-2.3
COc1ccc(Cl)c(S(=O)(=O)N2CCCC2)c1,-1,14,0,31,0,5,-14,-8,-1.6
O=C(NCC(O)c1nc2ccccc2[nH]1)c1cc([N+](=O)[O-])ccc1F (configuration not stated),6,-1,3,.,2,8,6,2,.
COCC(=O)N1CCC(Oc2ccc(C(=O)NC(C)c3nccs3)cc2)CC1 (configuration not stated),-4,-4,9,-6,2,-1,1,-3,-0.4
CCCNC(=O)c1ccc(SC)cc1OC,11,-1,3,0,-1,4,5,-13,0.1
O=C(CN1C(=O)NC2(CCOc3ccccc32)C1=O)c1ccc(Br)cc1 (configuration not stated),-6,-5,1,-16,5,-1,9,-5,-0.2
C[C@H](NC(=O)COc1ccccc1)C(=O)OCC(=O)c1cc2ccccc2o1,12,1,6,20,7,-9,4,-1,-5.1
CCCCNC(=O)c1sc(=S)n(-c2ccccc2OC)c1N,-6,5,-5,8,3,10,-1,2,0.8
Cc1nc(NC(N)=S)sc1C(=O)Nc1ccccc1,5,1,7,0,2,-6,1,-2,-1.2
CCC(O)C1CCN(C(=O)c2cc(COc3ccc4ncccc4c3)on2)CC1 (configuration not stated),-15,-15,-16,-40,15,21,35*,8,1.6
CCOC(=O)CNC(=O)C1c2ccccc2C(=O)N(c2ccc(OC)cc2)C1c1ccc(OC)cc1 (configuration not stated),16,1,11,5,0,-1,11,-10,-0.3
CCc1noc(C)c1C(=O)Nc1ccccc1N1CCOCC1,4,7,-1,5,1,-8,-1,0,-0.9
C/C(N)=C(/C#N)C(=O)CSc1nnc(Nc2ccccc2C)s1,-2,-3,2,17,5,8,6,-2,2.0
CN(C)Cc1ccc(-c2nc3cccc4c3n2CCNC4=O)cc1,6,9,0,2,1,-13,5,2,1.0
Oc1cc(Cl)cc(Cl)c1Cl,1,7,-2,33,5,-3,3,5,16
CCOC(=O)c1ccc2c(c1)nc(SCC(=O)NC(C)C)n2CC,0,-2,10,14,-1,9,-4,-3,0.0
Cc1onc(-c2ccccc2Cl)c1C(=O)Nc1cc(=O)n(C)c(=O)n1C,-5,8,11,-2,1,-3,6,-4,1.9
COc1cccc(OCc2cc(C(=O)N(C)C3CCOCC3)no2)c1,4,-3,1,17,2,-3,-15,2,5.5
COc1ccc(NC(=O)COc2ccccc2C#N)c(S(=O)(=O)N2CCCCC2)c1,-8,1,1,4,14,2,3,7,-2.0
CCOC(=O)[C@@H]1[C@H]2COc3cc(OC)ccc3[C@@H]2N2C(=O)N(c3ccccc3)C(=O)[C@]12C,-6,-1,-2,8,-1,-7,16,-2,-1.3
Cc1cc(C)n2c(nc3ccccc32)c1C(=O)NCc1ccccc1,3,1,8,9,2,-5,-12,4,-0.3
CC1CC2=C(NC(=S)NC2c2cccc(F)c2)/C(=C/c2cccc(F)c2)C1 (configuration not stated),-9,-7,11,-21,-1,-2,-2,-5,3.3
COc1ccc(NC(=O)CC2(Cc3ccccc3)CCOC(C)(C)C2)cc1 (configuration not stated),-1,1,2,-13,1,3,8,-6,-1.2
CC(=O)Oc1ccc(-c2ccc(C(=O)O)cc2)cc1,0,3,7,26,1,0,4,2,-4.3
CNS(=O)(=O)c1cccc(C(=O)Nc2cccnc2)c1,-1,-3,8,-18,0,5,2,0,6.1
COc1ccc(NC(=O)c2sc3nc(N4CCOCC4)c4c(c3c2N)CC(C(C)C)OC4)c(OC)c1 (configuration not stated),0,6,12,-18,-1,3,-1,-4,2.1
FC(F)(F)c1ccccc1-n1c(-c2cnccn2)n[nH]c1=S,5,-2,0,-12,0,0,8,6,0.8
Cc1coc2c1c(C)cc1oc(=O)c(CC(=O)NCC(=O)N[C@H](C(=O)O)C(C)C)c(C)c12,-1,-3,12,-17,0,13,8,-2,0.9
